# AGP1 TOR yeast – yeast TOR pathway AGP1-GFP modulation. S. cerevisiae AGP1-GFP multiplex flow cytometry, 3 h; GFP as percent of DMSO wells. 320,000 compounds, 0.02% hits. GFP response vs DMSO, % at 10 µM. AID 2066;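 active = GFP response relative to DMSO above a set limit, near screen average plus 3 SD, cut at about 150% in these data; inconclusive = fewer than 70 cells counted for the yeast strain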;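 note: median GFP channel fluorescence of the gated AGP1 strain per well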
# VLA-4 inh – inhibition in a human VLA-4 binding assay; 330,000 compounds, 0.2% hits; inhibition, % (about 7 µM as worked out from the volumes in the protocol); VLA-4 expressing cells, ligand binding flow cytometry; P13612; in the data active = inhibition above about 50%
# RPL19A TOR yeast – alters RPL19A-GFP fluorescence in TOR pathway yeast screen; S. cerevisiae RPL19A-GFP strain, flow cytometry, 3 h; hits give low values; percent response vs DMSO, % at 10 µM; 330,000 compounds, 0.3% hits;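 active = percent response vs DMSO below 50%; inconclusive = fewer than 70 events counted for the yeast strain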;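 note: median channel GFP fluorescence of the barcoded RPL19A-GFP strain; ratio of sample median GFP to plate DMSO average so 100% = DMSO; lower means less RPL19A-GFP as with rapamycin TOR inhibition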
# MEP2 TOR yeast – yeast TOR pathway MEP2-GFP modulation | S. cerevisiae MEP2-GFP strain, flow cytometry GFP, 3 h; 100% = DMSO control level | GFP response vs DMSO, % at 10 µM | 330,000 compounds, 0.51% hits;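 active = GFP response versus DMSO above a set limit, roughly screen mean plus 3 SD, cut at about 180% in these data; inconclusive = fewer than 70 cells counted for a yeast strain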;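 note: median GFP fluorescence of the barcode-gated MEP2-GFP cells per well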
# GRK2 inh – inhibitors of human GRK2 displacing RNA aptamer; P25098; bead flow cytometry, FAM-aptamer displacement from GRK2; inhibition of aptamer binding, % at 10 µM; 330,000 compounds, 0.59% hits;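 active = inhibition of aptamer binding above 40%, roughly 3 SD of noise, on plates passing a quality check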;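 note: median bead fluorescence of bound FAM aptamer so fluorescent compounds give negative values; no value below 0 was filed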
# Target sequence (P25098 whole entry, looked up): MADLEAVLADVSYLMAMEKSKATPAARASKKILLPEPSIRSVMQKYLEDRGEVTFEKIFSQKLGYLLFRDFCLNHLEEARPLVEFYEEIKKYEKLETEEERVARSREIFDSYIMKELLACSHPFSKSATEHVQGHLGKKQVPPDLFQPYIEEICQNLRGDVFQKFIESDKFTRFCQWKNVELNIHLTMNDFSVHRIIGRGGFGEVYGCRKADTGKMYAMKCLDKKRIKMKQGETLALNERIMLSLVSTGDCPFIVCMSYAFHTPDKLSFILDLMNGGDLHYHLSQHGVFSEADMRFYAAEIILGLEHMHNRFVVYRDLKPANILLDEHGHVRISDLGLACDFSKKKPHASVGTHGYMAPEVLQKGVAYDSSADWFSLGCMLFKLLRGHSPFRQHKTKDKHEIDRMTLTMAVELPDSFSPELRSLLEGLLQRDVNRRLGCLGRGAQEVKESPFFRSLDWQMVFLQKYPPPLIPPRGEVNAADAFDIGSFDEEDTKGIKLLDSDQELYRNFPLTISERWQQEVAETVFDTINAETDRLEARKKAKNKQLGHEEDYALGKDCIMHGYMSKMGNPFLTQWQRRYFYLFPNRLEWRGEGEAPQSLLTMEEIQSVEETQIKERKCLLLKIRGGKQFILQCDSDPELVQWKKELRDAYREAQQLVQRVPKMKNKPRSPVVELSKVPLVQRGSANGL
# GASC-1 inh – human JMJD2C demethylase inhibition. inhibition, % at 2.35 µM. 330,000 compounds, 0.069% hits. AID 2099. Q9H3R0. GST-JMJD2C(1-420) H3K9me3 demethylation, DELFIA europium;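 active = more than half of a compound's replicate wells show inhibition beyond 50%, single wells judged on their own value; inconclusive = some, but no more than half, of replicates pass 50% inhibition; inactive = no replicate passes 50% inhibition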;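 note: signal counts dimethyl H3K9 product captured on neutravidin plate; 0% = median of DMSO wells and 100% = 0.3 times that DMSO median; strong numbers were not always called active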
# Target sequence (Q9H3R0 1-420 limits assumed): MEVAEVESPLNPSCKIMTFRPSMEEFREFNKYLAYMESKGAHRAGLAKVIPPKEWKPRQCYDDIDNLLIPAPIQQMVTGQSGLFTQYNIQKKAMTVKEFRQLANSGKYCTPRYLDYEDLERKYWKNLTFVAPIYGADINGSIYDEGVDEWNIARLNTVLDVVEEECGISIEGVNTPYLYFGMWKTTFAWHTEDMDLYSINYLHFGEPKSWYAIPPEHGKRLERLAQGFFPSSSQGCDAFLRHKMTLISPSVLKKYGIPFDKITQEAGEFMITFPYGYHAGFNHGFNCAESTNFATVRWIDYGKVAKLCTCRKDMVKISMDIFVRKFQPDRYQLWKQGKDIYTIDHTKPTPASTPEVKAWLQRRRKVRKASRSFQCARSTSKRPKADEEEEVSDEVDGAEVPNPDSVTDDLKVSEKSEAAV
# LAP4 TOR yeast – yeast TOR pathway LAP4-GFP modulation | 320,000 compounds, 0.34% hits | GFP response vs DMSO, % at 10 µM | AID 2023 | S. cerevisiae LAP4-GFP multiplex, flow cytometry GFP, 3 h; median GFP as percent of DMSO wells;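 active = GFP response vs DMSO above a set limit, about the screen mean plus 3 SD, cut at about 150% in these data; inconclusive = under 70 cell events counted for the yeast strain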
# CIT2-GFP yeast – yeast TOR pathway CIT2-GFP modulation | 320,000 compounds, 0.065% hits | AID 2029 | GFP response vs DMSO, % at 10 µM | S. cerevisiae CIT2-GFP strain, flow cytometry, 3 h; 100 means same as DMSO wells;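 active = GFP response relative to DMSO above a set limit, near the screen mean plus 3 SD, cut at about 150% in these data; inconclusive = Fewer than 70 cells measured for a yeast strain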;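 note: ratio of well median GFP fluorescence to mean of DMSO wells on the plate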
# Active calls of the source: *; ? = inconclusive; . = no result given; [ ] = dose if it differs, or a comment.
SMILES,AGP1 TOR yeast,VLA-4 inh,RPL19A TOR yeast,MEP2 TOR yeast,GRK2 inh,GASC-1 inh,LAP4 TOR yeast,CIT2-GFP yeast
COc1cc(C(=O)NNC(=S)NC(=O)c2ccc(F)cc2)cc(OC)c1OC,102,-4,95,95,.,-3,105,91
COc1ccc(N(Cc2cc3cccc(C)c3[nH]c2=O)S(=O)(=O)c2ccc(OC)cc2)cc1,96,13,96,110,0,14,93,100
CCOC(=O)c1c(-c2ccccc2)csc1NC(=O)CCN1CCOCC1,95,17,100,103,2,7,93,100
COc1ccc(N(CN2C(=O)C3CCCCC3C2=O)C(=O)c2ccco2)cc1 (centres undefined),114,25,105,112,1,1,117,114
Cc1ccc(NC(=O)COC(=O)CN2C(=O)C3CCCCC3C2=O)cc1C (centres undefined),96,0,94,95,0,7,97,97
CCCC1(c2ccccc2)NC(=O)N(CC(=O)NCc2ccc(OC)cc2)C1=O (centres undefined),100,3,99,96,3,-31,91,99
C=CCn1c(SCC(=O)N2CCN(c3ccccc3)CC2)nc2c([nH]c3ccccc32)c1=O,103,-6,106,105,0,-2,102,109
CC(/C=N/NC(=O)CSc1n[nH]c(=O)[nH]c1=O)=C\c1ccccc1,103,5,97,98,4,-1,110,90
CCN1C(=O)C(C)S/C1=N\S(=O)(=O)c1ccc(F)cc1 (centres undefined),110,0,108,106,0,3,103,98
COc1ccccc1CN1CC(C(=O)NCc2cccnc2)CC1=O (centres undefined),105,4,105,107,2,-5,106,103
CC1(C)OC(=O)N(CCc2ccccc2)C1(C)O (centres undefined),91,-230,92,112,0,-2,111,104
CCN(CC)c1ccc(NC(=O)CCNC(=O)c2ccco2)cc1,102,4,105,105,8,-25,92,104
COc1ccc(C(CNC(=O)c2ccc(-c3ccccc3Cl)o2)N2CCOCC2)cc1 (centres undefined),103,13,104,112,0,7,112,100
CC(C)c1ccc(CN2CCN(C(=O)CSc3nnnn3C3CC3)CC2)cc1,98,-8,95,92,2,3,98,97
CC(C)(C)c1cn(-c2ccccc2)c(=S)[nH]1,93,9,93,98,2,-14,100,92
CN(CC(=O)Nc1ccc(F)cc1)C(=O)CNC(=O)C1CCCCC1,106,-26,100,93,0,.,98,98
O=S(=O)(NCC1CCCO1)c1cccc(S(=O)(=O)N2CCCC2)c1 (centres undefined),101,4,99,97,6,6,99,97
Cc1c(C(=O)N(CC(C)C)c2c(N)n(Cc3ccccc3)c(=O)[nH]c2=O)sc2nc3n(c(=O)c12)CCC3,107,1,99,100,2,22,113,102
CC(=O)Nc1ccc(NC(=O)c2cc(-n3cnnc3)ccc2Cl)cc1,107,12,102,104,1,-3,105,93
CCOC(=O)C1(CCOc2ccccc2)CCN(Cc2ccc(O)c(OC)c2)CC1,99,-1,107,106,0,-17,91,102
COc1ccc(-c2c([C@H]3[C@H]4C=CC[C@@H](C)[C@@H]4C(=O)N3Cc3ccccc3)ccc3ccccc23)cc1,93,10,98,94,0,5,91,89
COc1ccc2ccccc2c1C1NC(=O)NC(C)=C1[N+](=O)[O-] (centres undefined),97,4,100,104,1,-4,109,97
O=C(CCCCCNc1nc(=S)[nH]c2ccccc12)NCCc1ccccc1,98,9,103,103,0,-1,94,101
Cn1cccc1CC(=O)NNC(=O)Nc1cccc(Cl)c1,94,0,99,101,0,0,95,99
Cc1ccc2c(n1)sc1c(N)ncnc12,96,-4,97,108,0,4,89,96

# Next section:
SMILES,AGP1 TOR yeast,VLA-4 inh,RPL19A TOR yeast,MEP2 TOR yeast,GRK2 inh,GASC-1 inh,LAP4 TOR yeast,CIT2-GFP yeast
CSc1nc(-c2ccccc2)nn1C(=O)c1ccco1,97,6,105,105,0,2,116,99
CC(NC(=O)CCNC(=O)c1ccccc1Cl)c1ccc(-n2ccnc2)cc1 (centres undefined),90,-3,73,90,0,7,81,93
CC(=O)c1ccc(OCCOc2ccc([N+](=O)[O-])cc2)cc1,98,4,107,100,0,3,85,97
O=C(Cn1cc([N+](=O)[O-])cn1)NCCc1c[nH]c2ccccc12,104,33,102,101,0,.,93,98
CCN1C(=O)C(CC(=O)NC)N(NC(=O)c2ccccc2)C1=S (centres undefined),103,2,102,102,1,2,96,106
CC(=O)N1N=C(c2cccs2)CC1c1ccco1 (centres undefined),94,2,95,98,0,-9,96,94
CCCCOc1ccccc1NC(=O)CC1Nc2ccccc2NC1=O (centres undefined),106,1,96,106,0,6,101,98
O=C(NCCCCCCNC(=O)C1CCCC1)C1CCCC1,101,12,100,96,0,-16,105,98
CCOC(=O)c1sc(=NC(=O)c2ccc(S(=O)(=O)N(C)c3ccccc3)cc2)n(C)c1C,97,-17,100,96,1,-6,96,92
Cc1cc(NC(=O)c2cccc(S(=O)(=O)N3CCC(C)CC3)c2)no1,96,-14,100,96,8,3,101,93
COc1ccc(S(=O)(=O)N2CCCCCC2)cc1C(=O)N(C)CC(=O)Nc1ccccc1Cl,98,-3,91,90,0,-2,94,97
CCOc1ccc(CNC(=S)N/N=C/c2cccnc2)cc1,99,6,104,103,0,-8,95,104
CC(C)NC(=O)NC(=O)CSc1nnc(-c2ccccc2F)n1N,94,-11,93,111,0,-17,113,76
N#CCSCC(=O)Nc1ccc(Cl)cc1,109,2,99,106,2,-3,109,108
COc1ccc(CN(CC(=O)NCc2ccccc2)C(=O)CCC(=O)Nc2cc(C)ccn2)cc1,97,-8,96,94,2,-6,95,110
Cc1cc(N2CCOCC2)c(F)cc1C(=O)c1ccccc1,102,11,106,102,0,-16,104,99
COc1cccc(CNS(=O)(=O)c2ccc3c(c2)C(C)(C)C(=O)N3C)c1,103,-13,101,105,5,-9,101,110
O=C(CSc1ncnc2c1oc1ccccc12)Nc1nccs1,98,0,100,93,1,-9,104,97
CCOC(=O)N1CCN(c2nnnn2-c2ccccc2)CC1,100,14,99,91,2,-6,96,91
CCOc1ccc(C2CC(=O)N(Nc3ccc([N+](=O)[O-])cc3[N+](=O)[O-])C2=O)cc1 (centres undefined),98,14,92,93,1,-5,106,90
CC12CCC(C(=O)Nc3ccccc3)(C(Br)C1=O)C2(C)C (centres undefined),103,2,102,105,8,3,112,95
CN(C)CCNC(=O)C(C(=O)c1ccc(F)cc1)n1ccccc1=O (centres undefined),93,-1,98,92,2,-42,99,92
Cc1cccc(NC(=O)c2cccc(C(=O)Nc3cccc(C)c3C)n2)c1C,18[may fluoresce violet],0,49*[may fluoresce violet],181*[may fluoresce violet],1,6,86[may fluoresce violet],?
CN1CCN(C(=O)CSc2nc3ccc(NC(=O)c4ccccc4F)cc3s2)CC1,102,7,95,96,0,3,103,97
CC(Oc1cccc(Br)c1)C(=O)NNC(=O)CCS(=O)(=O)c1ccccc1 (centres undefined),93,4,94,98,0,1,105,88

# Continued.
SMILES,AGP1 TOR yeast,VLA-4 inh,RPL19A TOR yeast,MEP2 TOR yeast,GRK2 inh,GASC-1 inh,LAP4 TOR yeast,CIT2-GFP yeast
COc1ccc(CCN2CC(C(=O)NCc3cnn(C(C)C)c3)CCC2=O)cc1 (centres undefined),96,24,98,99,0,-6,106,94
CC(=O)N[C@@H](C)C(=O)N1CCN(S(=O)(=O)c2ccc(Cl)cc2)CC1,103,7,99,102,0,-14,97,98
N#C/C(=C\c1ccc(O)cc1)c1nc2ccccc2o1,76,6,107,107,0,28,141,97
CN(C)S(=O)(=O)c1ccc(C(=O)Nc2cccc(C(=O)N3CCOCC3)c2)cc1,102,-3,101,106,2,2,101,106
CCC(=O)N1CCc2cc(S(=O)(=O)NC(C(=O)NCc3ccc(C)cc3)C(C)C)ccc21 (centres undefined),.,8,95,97,0,1,99,98
CCn1nc(C)c(NS(=O)(=O)c2ccc(C)cc2)c1C,87,5,113,93,2,3,76,80
O=C(Nc1nc(-c2cc(F)ccc2F)cs1)C1=NN(c2ccccc2)C(=O)CC1,103,-18,97,94,0,4,98,98
CCn1c(=O)c(=O)n(CC)c2cc(S(=O)(=O)N3CCc4ccccc43)ccc21,103,18,94,103,1,6,100,105
N#CCC(=O)N/N=C/c1cn(Cc2ccccc2C#N)c2ccccc12,109,33,100,97,3,-11,106,105
CCCCn1c(N)c(N(CC(C)C)C(=O)c2ccc(C)o2)c(=O)[nH]c1=O,103,15,98,101,1,-2,98,106
O=C(Nc1ccsc1C(=O)NC1CC1)c1ccccc1,101,-4,96,94,0,0,87,82
O=C(c1ccc(S(=O)(=O)N2CCCCCC2)cc1)N1CCN(c2ccccc2F)CC1,103,-7,98,92,0,1,79,100
Nc1nc(CN2CCN(C(c3ccccc3)c3ccccc3)CC2)nc(Nc2ccccc2)n1,104,22,94,100,0,-2,106,91
CCCn1c(=O)[nH]c(=O)c2c1nc(-c1cc([N+](=O)[O-])ccc1Cl)n2CCOC,108,-2,109,108,0,-24,105,108
N#CCC(=O)Nc1ccc(C(=O)NNC(=O)CCN2CCN(c3ccccc3)CC2)cc1,98,7,99,92,0,-5,97,106
COc1cc(CC(C#N)(CO)c2nc3ccccc3[nH]2)ccc1OC(F)F (centres undefined),106,3,107,104,0,-6,101,106
CCOc1cc(CNC(CC)CO)ccc1OCC(=O)Nc1cccc(C(F)(F)F)c1 (centres undefined),88,14,95,91,0,-1,85,103
COc1ccc2nc(NC(=O)CSc3ccccc3)sc2c1,102,12,100,101,3,-4,107,97
CN1CCN(CC(=O)Nc2ccc(S(=O)(=O)N(C)C)cc2)CC1,102,-6,107,95,5,32,91,98
CC(C)CN(C(=O)c1ccc2c(c1)OCO2)C1CCS(=O)(=O)C1 (centres undefined),110,8,103,102,2,-1,98,106
Cc1ccc(N(C)C(=O)N2CCN(S(=O)(=O)c3c(C)cc(C)cc3C)CC2)cc1,98,-2,98,97,1,-1,105,95
O=[N+]([O-])c1ccccc1OCC(O)CN1CCN(CC(O)COc2ccccc2[N+](=O)[O-])CC1 (centres undefined),100,4,101,98,0,-8,88,100
O=c1[nH]c2ccc(NC(=S)Nc3ccccc3)cc2[nH]1,91,4,90,98,0,22,90,.
CCOc1cc(S(=O)(=O)NCC2CCCO2)ccc1F (centres undefined),111,-2,104,103,5,10,89,114
COc1cccc(C2C(C(=O)c3cc4ccccc4o3)=C(O)C(=O)N2CCN2CCOCC2)c1 (centres undefined),98,-7,102,97,0,-16,99,93

# Remaining list, next part.
SMILES,AGP1 TOR yeast,VLA-4 inh,RPL19A TOR yeast,MEP2 TOR yeast,GRK2 inh,GASC-1 inh,LAP4 TOR yeast,CIT2-GFP yeast
O=C(Oc1ccc(Br)cc1C(=S)N1CCCC1)c1ccccc1F,102,17,103,104,0,2,106,101
COc1ccc(-c2[nH]c3ccccc3c2SCCN)cc1,104,7,100,99,0,-4,100,100
COC(=O)/C=C1\N/C(=N\c2nc(C)cc(C)n2)N(c2ccc(C)cc2)C1=O,99,9,102,100,1,-40,96,101
CSc1ccc(S(=O)(=O)N2CCC(C(=O)NCc3ccco3)CC2)cc1,101,-1,106,102,6,10,92,105
Cc1ccc(NCc2nnc(SCC(=O)OC3CCCCC3)o2)c(C)c1,98,29,94,93,0,5,99,86
N#C/C(=C\c1ccccc1)c1n[nH]c(Cn2cncn2)n1,90,18,88,94,0,2,93,92

# Sorted by molar mass (highest first): four of the compounds above
SMILES,AGP1 TOR yeast,VLA-4 inh,RPL19A TOR yeast,MEP2 TOR yeast,GRK2 inh,GASC-1 inh,LAP4 TOR yeast,CIT2-GFP yeast
O=C(Oc1ccc(Br)cc1C(=S)N1CCCC1)c1ccccc1F,102,17,103,104,0,2,106,101
Cc1ccc(NCc2nnc(SCC(=O)OC3CCCCC3)o2)c(C)c1,98,29,94,93,0,5,99,86
COc1ccc(-c2[nH]c3ccccc3c2SCCN)cc1,104,7,100,99,0,-4,100,100
N#C/C(=C\c1ccccc1)c1n[nH]c(Cn2cncn2)n1,90,18,88,94,0,2,93,92
